Screens as filed in PubChem.
PRMT1 inh: blocks human protein arginine methyltransferase 1 | 370,000 compounds, 1.3% hits | inhibition, % at 2.79 µM | recombinant PRMT1, activity-based probe fluorescence polarization | Q99873 | AID 652257;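 active = inhibition above about 21% made by adding two undisclosed values, limit read from the data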
PG9 Ab binder: PG9 antibody binding by small molecule | inhibition, % at 6.7 µM | 360,000 compounds, 0.43% hits | TR-FRET gp120-PG9 antibody binding; in the data active = inhibition above about 8.5%
ABHD4 inh: inhibits mouse alpha/beta hydrolase domain 4. Q8VD66. purified mABHD4, FP-Rh probe fluorescence polarization. inhibition, % at 8.92 µM. 370,000 compounds, 0.54% hits;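 active = inhibition exceeding the mean over every tested compound plus 3 SD, cut at about 30% in these data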;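 note: 0% = plate median of compound wells and 100% = S159A mutant with DMSO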
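Test system: mABHD4 protein; Read-out basis: % inhibition; Incubation: 45 min + 60 min at 25 °C; Repeats: single replicate; Technique: fluorescence polarization with parallel and perpendicular emission, 525/598 nm; Compound: 8.92 µM, single dose; Benchmarks: full inhibition S159A mutant plus DMSO, zero as sample-well median.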
HTRA1 inh: inhibitors of human serine peptidase HTRA1; inhibition, % at 5.96 µM; 340,000 compounds, 0.5% hits; recombinant HTRA1, FP-rhodamine activity-based probe, fluorescence polarization; in the data active = inhibition above about 36%;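 note: 0% = enzyme with DMSO and 100% = wells lacking enzyme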
Target sequence (Q92743 whole entry, looked up): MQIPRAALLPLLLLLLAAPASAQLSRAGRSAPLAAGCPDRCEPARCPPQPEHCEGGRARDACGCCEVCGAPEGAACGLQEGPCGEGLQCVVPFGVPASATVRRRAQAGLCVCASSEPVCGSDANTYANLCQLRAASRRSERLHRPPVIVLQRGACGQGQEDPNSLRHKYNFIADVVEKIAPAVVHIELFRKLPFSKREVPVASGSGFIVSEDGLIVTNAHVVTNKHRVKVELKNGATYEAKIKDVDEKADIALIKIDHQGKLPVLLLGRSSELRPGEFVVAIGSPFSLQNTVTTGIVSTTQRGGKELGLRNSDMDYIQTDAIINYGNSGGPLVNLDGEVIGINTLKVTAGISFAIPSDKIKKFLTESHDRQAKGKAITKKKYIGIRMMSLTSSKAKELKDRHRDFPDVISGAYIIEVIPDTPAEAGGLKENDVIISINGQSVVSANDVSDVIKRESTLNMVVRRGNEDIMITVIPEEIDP
NR1D1 modulator: Rev-erb alpha (human) modulation; Rev-erbα–FITC-DNA binding, fluorescence polarization, 90 min; activity, % at 10 µM; 370,000 compounds, 0.79% hits;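 active = activity above about 14%, limit read from the data; passing the limit was not always enough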;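 note: 0% = DMSO wells with 35 nM protein and 100% = DMSO wells with 750 nM protein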
SIAE inh: inhibitors of human sialic acid acetylesterase SIAE. Q9HAT2. SIAE FP-Rh probe binding, fluorescence polarization. inhibition, % at 9.66 µM. 370,000 compounds, 0.69% hits. AID 1053197;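 active = inhibition above a cutoff: mean of compounds within the control limits plus 3 SD of those, cut at about 17% in these data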;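 note: 0% = plate median of compound wells and 100% = probe without SIAE protein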
Target sequence (Q9HAT2 whole entry, looked up): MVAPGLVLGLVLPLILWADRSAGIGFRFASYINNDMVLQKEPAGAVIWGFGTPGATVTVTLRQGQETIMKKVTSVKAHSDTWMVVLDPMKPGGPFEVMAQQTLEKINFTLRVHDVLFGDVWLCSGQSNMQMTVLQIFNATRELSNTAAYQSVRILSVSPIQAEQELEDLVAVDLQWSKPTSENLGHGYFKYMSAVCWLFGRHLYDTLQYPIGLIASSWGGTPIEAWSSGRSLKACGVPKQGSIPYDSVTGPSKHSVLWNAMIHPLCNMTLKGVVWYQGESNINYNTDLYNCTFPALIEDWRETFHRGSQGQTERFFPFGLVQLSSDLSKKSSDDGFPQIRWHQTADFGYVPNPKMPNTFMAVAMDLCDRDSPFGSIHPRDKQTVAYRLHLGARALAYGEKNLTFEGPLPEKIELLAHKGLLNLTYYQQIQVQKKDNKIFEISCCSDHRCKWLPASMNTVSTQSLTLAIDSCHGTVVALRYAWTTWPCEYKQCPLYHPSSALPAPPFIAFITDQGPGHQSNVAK
TCR-CD3 inh: blocks the human TCR-CD3 interaction. TAMRA-labeled TCR probe fluorescence, biochemical. inhibition, % at 9.4 µM. 360,000 compounds, 0.37% hits. AID 651800; in the data active = inhibition above about 19%;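 note: recombinant mutant TCR 2C K166C tagged with TAMRA read by polarization; 0% = receptor in buffer alone and 100% = receptor with positive control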
TDP2 inh: TDP2 (human) inhibition, absorbance primary screen | O95551 | 370,000 compounds, 0.34% hits | inhibition, % at 12.8 µM | recombinant TDP2, T5PNP hydrolysis, p-nitrophenol absorbance 415 nm;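 active = inhibition above the mean of all tested compounds plus 3 SD, set per campaign, cut at about 25% in these data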;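 note: 0% = DMSO with enzyme and 100% = buffer with substrate but no TDP2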
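Assay system: Recombinant human TDP2 | Quantity: 120 nM TDP2 per well | Incubation: 2 h at 37 °C | Signal: Epi absorbance | Evaluation: Percent inhibition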
LEDGF integ inh: blocks HIV-1 LEDGF/p75-dependent DNA integration; TR-FRET IN-LEDGF/p75 DNA integration, Eu/Cy5; inhibition, % at 3.7 µM; 370,000 compounds, 0.64% hits; AID 743269;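 active = inhibition above the screen-wide mean plus 3 SD, cut at about 13% in these data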;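 note: signal is the Cy5 over europium emission ratio at 671 and 618 nm; 0% = plate median of compound wells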
rCAG binder: molecules binding r(CAG) RNA repeats; r(CAG) RNA repeat, TO-PRO-1 dye displacement fluorescence; 370,000 compounds, 1.3% hits; inhibition, % at 3 µM;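 active = inhibition above the plate cutoff, the mean of all test compounds on that plate plus 3 SD, cut at about 35% in these data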;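 note: 0% = DMSO alone and 100% = 100 µM mitoxantrone as full dye displacement; higher means more dye released from RNA so lower well fluorescence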
Starred values were filed as active, the others as inactive. Only part of the results is shown, so the mix of outcomes need not match the whole.

What do the screens show for `CCCCN(C(=O)c1ccc(N(C)S(=O)(=O)c2ccc(C)cc2)cc1)c1c(N)n(CCCC)c(=O)[nH]c1=O`?
PRMT1 inh: 0; PG9 Ab binder: 0.5; ABHD4 inh: -2; HTRA1 inh: -5; NR1D1 modulator: -7; SIAE inh: -6; TCR-CD3 inh: -2; TDP2 inh: -7; LEDGF integ inh: 1; rCAG binder: -4

How did Cc1ccc(-c2cn(-c3ccc(SC(F)F)cc3)c3[n+]2CCC3)cc1 do in these assays?
PRMT1 inh: 20; PG9 Ab binder: -1.2; ABHD4 inh: 2; HTRA1 inh: 0; NR1D1 modulator: -4; SIAE inh: 4; TCR-CD3 inh: 7; TDP2 inh: 7; LEDGF integ inh: -5; rCAG binder: 5

What do the screens show for `CC1(C(=O)NS(=O)(=O)c2ccc(Cl)s2)CCN1C(=O)c1ccccc1CCc1ccccc1` (stereo not given)?
PRMT1 inh: 7; PG9 Ab binder: 0.8; ABHD4 inh: -5; NR1D1 modulator: -5; SIAE inh: -1; TCR-CD3 inh: -1; TDP2 inh: 2; LEDGF integ inh: -5; rCAG binder: 71*

How did C[C@H]1CN([C@@H](C)CO)C(=O)CCCn2nncc2CO[C@H]1CN(C)C(=O)CCC(F)(F)F do in these assays?
PRMT1 inh: -1; PG9 Ab binder: 1.2; ABHD4 inh: 2; HTRA1 inh: -1; NR1D1 modulator: -4; SIAE inh: 5; TCR-CD3 inh: -6; TDP2 inh: -13; LEDGF integ inh: 10; rCAG binder: 1

How did Cc1ccc(CNC(=O)c2cc(C)nn2-c2ccccc2)cc1 do in these assays?
PRMT1 inh: -1; PG9 Ab binder: 0.4; ABHD4 inh: -2; HTRA1 inh: -3; NR1D1 modulator: 2; SIAE inh: -3; TCR-CD3 inh: 2; TDP2 inh: -14; LEDGF integ inh: -2; rCAG binder: -2

How did C/C=C/C=C(/NC(=O)c1ccccc1)C(=O)Nc1ccccc1 do in these assays?
PRMT1 inh: 4; PG9 Ab binder: -1.0; ABHD4 inh: 7; HTRA1 inh: 3; NR1D1 modulator: 5; SIAE inh: 9; TCR-CD3 inh: 1; TDP2 inh: 4; LEDGF integ inh: 0; rCAG binder: -4

What do the screens show for `COc1cccc(-n2c(SCC(=O)N3CCOCC3)nc3c([nH]c4ccccc43)c2=O)c1`?
PRMT1 inh: 0; PG9 Ab binder: 1.5; ABHD4 inh: 5; HTRA1 inh: 12; NR1D1 modulator: 7; SIAE inh: -2; TCR-CD3 inh: -3; TDP2 inh: 1; LEDGF integ inh: 2; rCAG binder: -5

How did CCOC(=O)C1CCCN(C(=O)/C=C/c2cccc([N+](=O)[O-])c2)C1 (stereo not given) do in these assays?
PRMT1 inh: 0; PG9 Ab binder: 0.6; ABHD4 inh: -4; HTRA1 inh: -5; NR1D1 modulator: 0; SIAE inh: 1; TCR-CD3 inh: -6; TDP2 inh: -14; LEDGF integ inh: -2; rCAG binder: -3

How did O=C(c1cc(-c2ccco2)nc2ccccc12)N1CCN(Cc2ccccc2)CC1 do in these assays?
PRMT1 inh: 12; PG9 Ab binder: -0.9; ABHD4 inh: 3; HTRA1 inh: 8; NR1D1 modulator: -3; SIAE inh: 5; TCR-CD3 inh: -6; TDP2 inh: -4; LEDGF integ inh: 6; rCAG binder: 13

How did CCOc1ccc(C(=O)SC2=NCCS2)cc1 do in these assays?
PRMT1 inh: 1; PG9 Ab binder: -1.1; ABHD4 inh: -5; HTRA1 inh: 3; NR1D1 modulator: -3; SIAE inh: -3; TCR-CD3 inh: 4; TDP2 inh: 5; LEDGF integ inh: 3; rCAG binder: 1

What do the screens show for `CCCCn1c(N)c(N(CC(C)C)C(=O)c2cc(-c3ccncc3)nc3ccccc23)c(=O)[nH]c1=O`?
PRMT1 inh: 3; PG9 Ab binder: 0.8; ABHD4 inh: 4; HTRA1 inh: 0; NR1D1 modulator: -3; SIAE inh: -1; TCR-CD3 inh: -2; TDP2 inh: 7; LEDGF integ inh: 3; rCAG binder: 10

How did COCc1cccc(NC(=O)CCc2ccccc2)c1 do in these assays?
PRMT1 inh: 1; PG9 Ab binder: 1.6; ABHD4 inh: -2; NR1D1 modulator: 0; SIAE inh: 7; TCR-CD3 inh: -4; TDP2 inh: 9; LEDGF integ inh: 1; rCAG binder: -2

Results for COC(=O)c1cc(S(=O)(=O)NC2CCC(C)CC2)cn1C (stereo not given) ?
PRMT1 inh: 5; PG9 Ab binder: -2.0; ABHD4 inh: -3; HTRA1 inh: -5; NR1D1 modulator: -2; SIAE inh: 0; TCR-CD3 inh: 5; TDP2 inh: -1; LEDGF integ inh: 3; rCAG binder: -1

How did COc1ccccc1CN1[C@@H](CC(C)=O)c2cc(C(F)(F)F)ccc2S1(=O)=O do in these assays?
PRMT1 inh: 0; PG9 Ab binder: -2.6; ABHD4 inh: -2; HTRA1 inh: -2; NR1D1 modulator: 8; SIAE inh: 6; TCR-CD3 inh: 2; TDP2 inh: 0; LEDGF integ inh: -1; rCAG binder: -5

What do the screens show for `COc1ccc(C(=O)CSc2nnc(-c3ccc(S(=O)(=O)N4CCOCC4)cc3)o2)cc1`?
PRMT1 inh: -5; PG9 Ab binder: 2.7; ABHD4 inh: -3; HTRA1 inh: 5; NR1D1 modulator: 14; SIAE inh: 3; TCR-CD3 inh: 10; TDP2 inh: 2; LEDGF integ inh: 3; rCAG binder: 2

What do the screens show for `CCCCN(Cc1ccco1)C(=O)Cn1ncc2c(=O)oc3ccc(C)cc3c21`?
PRMT1 inh: 5; PG9 Ab binder: 0.9; ABHD4 inh: -9; HTRA1 inh: 4; NR1D1 modulator: -5; SIAE inh: -2; TCR-CD3 inh: 2; TDP2 inh: -3; LEDGF integ inh: -1; rCAG binder: 0

What do the screens show for `CCOC(=O)C1(CCOc2ccccc2)CCN(Cc2cccn2-c2ncccn2)CC1`?
PRMT1 inh: -4; PG9 Ab binder: -1.1; ABHD4 inh: 0; HTRA1 inh: -3; NR1D1 modulator: -5; SIAE inh: -6; TCR-CD3 inh: 1; TDP2 inh: -9; LEDGF integ inh: 2; rCAG binder: -10

Results for COCCN1CN(S(=O)(=O)c2cccc(Cl)c2)c2nc3ccccc3nc21 ?
PRMT1 inh: -4; PG9 Ab binder: -0.7; ABHD4 inh: -4; HTRA1 inh: -1; NR1D1 modulator: 5; SIAE inh: 4; TCR-CD3 inh: 2; TDP2 inh: -9; LEDGF integ inh: 1; rCAG binder: 2

Results for CC(=O)NCCc1c[nH]c2ccc(O)cc12 ?
PRMT1 inh: 7; PG9 Ab binder: -4.0; ABHD4 inh: 3; HTRA1 inh: 8; NR1D1 modulator: 1; SIAE inh: 3; TCR-CD3 inh: -5; TDP2 inh: -1; LEDGF integ inh: -2; rCAG binder: 0

Results for Nc1ncnc(Nc2ccc(S(N)(=O)=O)cc2)n1 ?
PRMT1 inh: 1; PG9 Ab binder: -1.1; ABHD4 inh: -3; HTRA1 inh: 5; NR1D1 modulator: 1; SIAE inh: 12; TCR-CD3 inh: 5; TDP2 inh: 17; LEDGF integ inh: 0; rCAG binder: 0

What do the screens show for `CSc1nc(-c2ccco2)nn1S(=O)(=O)c1ccc(C)cc1`?
PRMT1 inh: 7; PG9 Ab binder: -0.5; ABHD4 inh: 8; HTRA1 inh: 5; NR1D1 modulator: 0; SIAE inh: 4; TCR-CD3 inh: 4; TDP2 inh: -13; LEDGF integ inh: 6; rCAG binder: 5

Results for C=CCn1c(=O)[nH]c2nc3cc(N=CN(C)C)c(C)cc3nc2c1=O ?
PRMT1 inh: 31*; PG9 Ab binder: -3.8; ABHD4 inh: 0; HTRA1 inh: 3; NR1D1 modulator: 12; SIAE inh: -2; TCR-CD3 inh: 9; TDP2 inh: 5; LEDGF integ inh: -3; rCAG binder: -87

How did CCCOc1ccc(/C=N/NC(=S)Nc2ccccc2[N+](=O)[O-])c(O)c1 do in these assays?
PRMT1 inh: -4; PG9 Ab binder: 0.6; ABHD4 inh: 39*; NR1D1 modulator: -5; SIAE inh: 13; TCR-CD3 inh: 27*; TDP2 inh: -14; LEDGF integ inh: 2; rCAG binder: 49*

What do the screens show for `COc1cc2sc3ccc(C#Cc4ccc(N)cc4)cc3c(=O)c2cc1OC`?
PRMT1 inh: -3; PG9 Ab binder: 0.7; ABHD4 inh: 11; HTRA1 inh: -11; NR1D1 modulator: -1; SIAE inh: -5; TCR-CD3 inh: -6; TDP2 inh: -1; LEDGF integ inh: -2; rCAG binder: 22

What do the screens show for `O=C(Cc1ccccc1Cl)NCCN1C(=O)C2C3C=CC(C3)C2C1=O` (stereo not given)?
PRMT1 inh: 2; ABHD4 inh: -6; NR1D1 modulator: -8; SIAE inh: -1; TDP2 inh: -11; LEDGF integ inh: 5; rCAG binder: 4

What do the screens show for `CCS(=O)(=O)NC(C)C(c1cccs1)N1CCN(C)CC1` (stereo not given)?
PRMT1 inh: -6; PG9 Ab binder: -2.4; ABHD4 inh: 0; HTRA1 inh: -2; NR1D1 modulator: -4; SIAE inh: 4; TCR-CD3 inh: 8; TDP2 inh: 0; LEDGF integ inh: -2; rCAG binder: -5

Results for O=C(CSc1nnc(-c2ccccc2F)n1C1CC1)NC(=O)c1cccc([N+](=O)[O-])c1 ?
PRMT1 inh: 4; PG9 Ab binder: -2.2; ABHD4 inh: -1; HTRA1 inh: -1; NR1D1 modulator: -6; SIAE inh: -2; TCR-CD3 inh: 6; TDP2 inh: 3; LEDGF integ inh: 2; rCAG binder: 1

What do the screens show for `CCc1c(-c2cccc(F)c2)ncn1CCc1ccccc1OC`?
PRMT1 inh: 8; PG9 Ab binder: 2.0; ABHD4 inh: -11; NR1D1 modulator: 3; SIAE inh: 0; TCR-CD3 inh: -4; TDP2 inh: -6; LEDGF integ inh: 5; rCAG binder: -3

Results for O=C1OCCN/C1=C\C(=O)c1ccccc1 ?
PRMT1 inh: 0; PG9 Ab binder: -2.9; ABHD4 inh: 3; HTRA1 inh: 13; NR1D1 modulator: -4; SIAE inh: 2; TCR-CD3 inh: -5; TDP2 inh: -5; LEDGF integ inh: 3; rCAG binder: 2

What do the screens show for `Cc1ccc(/C=C/C(=O)OCC(=O)Nc2cccc(S(=O)(=O)N(C)C)c2)o1`?
PRMT1 inh: 4; PG9 Ab binder: -0.2; ABHD4 inh: 3; HTRA1 inh: -4; NR1D1 modulator: -3; SIAE inh: 4; TCR-CD3 inh: 2; TDP2 inh: 6; LEDGF integ inh: -1; rCAG binder: 9

Ordered by molecular weight (low to high): 3 of the compounds above
How did Cc1ccc(CNC(=O)c2cc(C)nn2-c2ccccc2)cc1 do in these assays?
PRMT1 inh: -1; PG9 Ab binder: 0.4; ABHD4 inh: -2; HTRA1 inh: -3; NR1D1 modulator: 2; SIAE inh: -3; TCR-CD3 inh: 2; TDP2 inh: -14; LEDGF integ inh: -2; rCAG binder: -2

What do the screens show for `Cc1ccc(/C=C/C(=O)OCC(=O)Nc2cccc(S(=O)(=O)N(C)C)c2)o1`?
PRMT1 inh: 4; PG9 Ab binder: -0.2; ABHD4 inh: 3; HTRA1 inh: -4; NR1D1 modulator: -3; SIAE inh: 4; TCR-CD3 inh: 2; TDP2 inh: 6; LEDGF integ inh: -1; rCAG binder: 9

How did COc1ccccc1CN1[C@@H](CC(C)=O)c2cc(C(F)(F)F)ccc2S1(=O)=O do in these assays?
PRMT1 inh: 0; PG9 Ab binder: -2.6; ABHD4 inh: -2; HTRA1 inh: -2; NR1D1 modulator: 8; SIAE inh: 6; TCR-CD3 inh: 2; TDP2 inh: 0; LEDGF integ inh: -1; rCAG binder: -5
